Arr AP2 block – blocks beta-arrestin peptide binding to AP2 adaptin; inhibition, % at 10 µM; FITC-arrestin peptide / GST-AP2 beads, flow cytometry; AP2 beta2 appendage carries R879A mutation; AID 504490; hit rate 0.31% among 340,000;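 active = inhibition above a set limit, near 3 SD of compounds lacking own fluorescence, cut at about 54% in these data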;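 also: plate controls were DMSO wells for no effect and 5 µM unlabelled arrestin peptide for full effect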
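System: GST-AP2 R879A glutathione beads. Medium: PBS with 0.05% Tween 20 and 0.1% BSA. Also added: FITC-arrestin peptide, 50 nM. Incubation: 12 min plus 1 h, RT. Measured by: high-throughput flow cytometry of beads, ex 488, em 535 nm. Evaluation: percent drop in bead-associated FITC signal.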
V-ATPase pH – yeast V-ATPase proton transport regulation by pHLuorin; S. cerevisiae, pHLuorin cytosolic pH fluorescence; response, % at 10 µM; hit rate 0.37% among 350,000; AID 504577; in the data active = response mostly above about 7.3%, no sharp cut-off; inactive = mostly below about 5.4%; also: actives read high; inactives centre near 0; some compounds called inactive have numbers as strong as hits; reference of the scale not given here
Pemphigus Ab inh – blocks pemphigus antibody binding to human desmoglein-3 | P32926 | DSG3-coupled beads, scFv-anti-DSG3-GFP binding, flow cytometry; hits give low values | binding (percent of control), % at 10 µM | hit rate 0.48% among 310,000;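 active = binding more than 3 SD below its plate's average and above zero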;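 also: hits lower antibody fragment binding to DSG3; some compounds called inactive have numbers as strong as hits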
Target sequence (P32926 whole entry, looked up, the tested form may be a part): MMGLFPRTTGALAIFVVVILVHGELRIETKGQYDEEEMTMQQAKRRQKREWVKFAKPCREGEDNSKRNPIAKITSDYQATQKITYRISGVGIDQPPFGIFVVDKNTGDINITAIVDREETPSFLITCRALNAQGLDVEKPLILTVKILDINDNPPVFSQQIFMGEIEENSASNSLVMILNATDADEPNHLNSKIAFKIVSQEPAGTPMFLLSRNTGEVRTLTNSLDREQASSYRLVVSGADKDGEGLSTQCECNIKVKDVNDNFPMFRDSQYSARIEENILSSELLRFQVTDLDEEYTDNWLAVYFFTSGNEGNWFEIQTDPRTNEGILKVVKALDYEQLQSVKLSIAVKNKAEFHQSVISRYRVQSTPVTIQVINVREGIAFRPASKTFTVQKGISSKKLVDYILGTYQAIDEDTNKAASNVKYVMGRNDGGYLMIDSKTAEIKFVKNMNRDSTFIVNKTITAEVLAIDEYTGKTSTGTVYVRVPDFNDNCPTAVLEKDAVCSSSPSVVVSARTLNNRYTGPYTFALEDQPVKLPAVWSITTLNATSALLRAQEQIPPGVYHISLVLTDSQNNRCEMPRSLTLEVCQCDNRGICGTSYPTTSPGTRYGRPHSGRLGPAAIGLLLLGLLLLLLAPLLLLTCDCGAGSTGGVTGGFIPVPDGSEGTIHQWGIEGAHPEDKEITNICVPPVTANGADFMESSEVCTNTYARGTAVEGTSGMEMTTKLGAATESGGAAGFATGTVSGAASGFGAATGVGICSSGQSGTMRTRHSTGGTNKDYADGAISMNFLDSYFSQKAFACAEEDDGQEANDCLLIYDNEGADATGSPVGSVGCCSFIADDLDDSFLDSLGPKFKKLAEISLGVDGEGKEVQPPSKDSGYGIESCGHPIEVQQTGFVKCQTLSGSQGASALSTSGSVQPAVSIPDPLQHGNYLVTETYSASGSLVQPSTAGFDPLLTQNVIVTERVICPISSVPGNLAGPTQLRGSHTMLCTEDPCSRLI
RTF Ca sens inh – cardiac RTF calcium desensitization; P19429+P45379; AID 493244; inhibition, % at 7.15 µM; hit rate 0.12% among 340,000; IANBD-labeled cardiac RTF, Ca2+ fluorescence;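 active = inhibition above the mean inhibition of all tested compounds plus 3 SD, cut at about 17% in these data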;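 also: assay run at fixed EC70 calcium of 1.6 mM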
LANA DNA inh – blocks KSHV LANA C-terminal domain binding to DNA; MBP-C-LANA/FAM-LBS DNA binding, fluorescence polarization; inhibition, % at 9 µM; hit rate 0.078% among 340,000;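 active = highest replicate inhibition at or above 60% at 9 µM, even if other replicates fall short; inactive = all replicates below 60% inhibition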;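 also: 0% = neutral control wells and 100% = 4 µM acridine orange control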
OPRM1-OPRD1 ag – agonists of human mu-delta opioid receptor heterodimerization; hit rate 0.3% among 340,000; cells, OPRM1-OPRD1 heterodimerization, luminescence; AID 504326; activation, % at 9.3 µM; P35372+P41143; in the data active = activation above about 18%;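 also: 0% = vehicle-treated cells and 100% = reference agonist; values of inactives mirror those of a sister screen read the other way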
OPRM1-OPRD1 inv – inverse agonists of human mu-delta opioid receptor heterodimerization | hit rate 0.21% among 340,000 | AID 504357 | P35372+P41143 | cell-based MOR-DOR heterodimer luminescence, inverse agonism | inhibition, % at 9.3 µM; in the data active = inhibition above about 22%, passing the limit was not always enough;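 also: 0% = cells with DMSO and 100% = wells without cells with DMSO; values of inactives mirror those of a sister screen read the other way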
cardiac RTF act – increases calcium sensitivity of human cardiac regulated thin filaments | P19429+P45379 | IANBD-labeled TnC RTF fluorescence at EC20 calcium; 0% EC20 calcium, 100% full calcium | activation, % at 7.2 µM | hit rate 0.24% among 340,000 | AID 493008;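 active = activation above the mean over all tested compounds plus 3 SD, cut at about 30% in these data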;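 also: rise in fluorescence read as greater calcium sensitivity of cardiac thin filaments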
Wnt bcat act – activates Wnt/beta-catenin signaling in a reporter cell assay; activator, plate reader; AID 743398; activation, % at 9.35 µM; hit rate 1.2% among 300,000; in the data active = activation above about 30%, passing the limit was not always enough;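 also: 0% = neutral control wells and 100% = positive control wells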
Keap1-Nrf2 PPI – disrupts human Keap1 binding to Nrf2 peptide; hit rate 0.15% among 340,000; AID 504523; Keap1 Kelch-Nrf2 peptide fluorescence polarization, 1536-well; Q14145; inhibition, % at 9.4 µM; in the data active = inhibition above about 12%;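 also: human Keap1 Kelch domain with fluorescein labeled Nrf2 9mer peptide probe; 0% = neutral control wells and 100% = peptide positive control; higher means more block of Keap1 binding to Nrf2 peptide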
An asterisk follows results filed as active; . = no result given. Outcome played no part in choosing rows; about 3.1% have a hit in one of these screens.

nr	SMILES	Arr AP2 block	V-ATPase pH	Pemphigus Ab inh	RTF Ca sens inh	LANA DNA inh	OPRM1-OPRD1 ag	OPRM1-OPRD1 inv	cardiac RTF act	Wnt bcat act	Keap1-Nrf2 PPI
1	CCOC(=O)C[C@H]1c2ccc(C(F)(F)F)cc2S(=O)(=O)N1C1CCCC1	-2	0	111	-1	-0.4	1.2	-7	-5	-4	-6
2	CCN(C(=O)c1cn(C)c(=O)c2cc(OC)c(OC)cc12)c1cc(OC)ccc1OC	-8	-2	71	-19	0.3	4.1	-21	-7	.	-1
3	Cc1ccc(C(=O)CSc2nc(C(C)C)nc3ccccc23)cc1	6	-1	101	2	1.9	2.0	-11	0	36*	-1
4	CCC(C)(C)n1nnnc1CN(Cc1cc2cc(OC)ccc2[nH]c1=O)C1CCCC1	8	0	102	-4	0.1	-0.5	3	-6	-11	-5
5	CC1CCC2(CC1)NC(=O)N(CC(=O)Nc1ccc3[nH]c(=O)[nH]c3c1)C2=O (stereo not drawn)	0	6	.	6	0.2	-1.6	8	-5	-2	2
6	O=C(N=C1SC2CS(=O)(=O)CC2N1CCc1ccc(F)cc1)C1CCCCC1 (stereo not drawn)	-7	-3	100	1	0.3	2.6	-14	2	0	3
7	COc1ccccc1N1CCN(C(=O)CCc2ccc(S(=O)(=O)NC(C)C)cc2)CC1	0	1	100	-31	-2.9	-1.8	10	4	-5	-4
8	COc1ccc(OCCCC(=O)NNC(=O)CCN2CCN(c3ccccc3)CC2)cc1	-16	4	107	-9	2.2	-1.9	10	0	5	0
9	O=C(CCN1CCOCC1)NNC(=S)NC(=O)c1ccccc1	-7	-1	103	2	2.1	-4.2	20	2	-1	-2
10	COc1ccccc1-c1cn(C(C)(C)C)nc1C	28	0	86	-12	-1.2	-3.7	19	0	-2	-3
11	O=C(COc1ccc2ccc(=O)oc2c1)Nc1ccc(CCO)cc1	6	2	101	-8	-0.6	-0.2	1	6	-1	-4
12	COc1ccc(CCNC(=O)C(NC(=O)OCc2ccccc2)C(C)C)cc1OC (stereo not drawn)	-16	0	114	-1	0.2	-3.9	20	-4	1	1
13	Cc1ccccc1C(=O)Nc1ccnn1C1CCN(Cc2ccccn2)CC1	26	-5	104	2	0.9	-3.4	11	-1	-2	-2
14	O=C(/C=C/c1ccccc1Cl)Nc1ccc(Cl)cn1	-2	1	96	-37	0.6	-1.1	8	4	-1	0
15	CCOc1ccccc1OCCN1CCC(Cc2ccccc2)CC1	45	-5	81	5	0.9	-0.9	5	-4	-4	1
16	Cc1cccc(OCCC(=O)OCC(=O)N2CCc3ccccc32)c1	13	-3	101	-30	-0.2	0.3	-1	6	.	0
17	COc1cc(-n2c(C)nc3cc(C(=O)NCC4CCCO4)ccc32)cc(OC)c1OC (stereo not drawn)	-13	-4	.	-6	-0.8	-1.3	7	5	1	0
18	CN1C(=O)C(CCC(N)=O)NC1=S (stereo not drawn)	3	-1	103	-9	1.6	-1.9	10	4	0	-6
19	S=C(N/N=C/c1ccco1)NC1CC2CCC1C2 (stereo not drawn)	2	-2	99	-4	0.7	2.8	-13	1	11	-4
20	O=[N+]([O-])c1cccc(N2Cc3ccccc3C2)c1	2	2	116	9	3.9	-0.8	4	0	3	-2
21	O=C(CSc1nnc(Cc2ccccc2)o1)N1CCOCC1	2	2	101	-5	-0.3	-1.5	9	-2	0	-6
22	O=C(Nc1nc(-c2ccccn2)cs1)c1cccc(S(=O)(=O)N2CCOCC2)c1	1	3	101	2	0.0	-2.5	13	-5	-15	-6
23	COC(=O)C1=C(C)NC(C)=C(C(=O)OC)C1c1ccc(-c2cc(Cl)ccc2Cl)o1	9	1	99	-3	0.0	0.7	-4	2	-13	0
24	CCOC(=O)Cn1c(=O)oc2cc(S(=O)(=O)Nc3c(C)cc(C)cc3C)ccc21	3	5	104	-7	-1.1	1.8	-11	0	-2	-6
25	COc1ccc(C2=NOC(Cn3nc(-c4ccccc4)cc3C(=O)NCc3ccccc3OC)C2)cc1 (stereo not drawn)	0	1	102	-6	2.2	-2.8	16	-6	-4	3
26	COc1ccc(-c2nn(-c3ccccc3)cc2CO)cc1	11	4	103	-2	0.9	-2.0	10	6	12	-4
27	Cc1ccc2[nH]c(=O)c(CN(CCO)C(=O)N(C)C)cc2c1	25	-1	122	-10	-1.6	0.0	0	-4	.	-3
28	CC(C)(O[C@@H]1O[C@H](CO)[C@@H](O)[C@H](O)[C@H]1O)[C@H]1Cc2cc3ccc(=O)oc3cc2O1	4	-2	105	-14	0.9	-2.3	12	9	1	-3
29	CCOc1ccc(C(=O)C[n+]2ccccc2C)cc1	12	2	94	5	1.3	-0.3	2	0	-5	0
30	N#CCCn1cc(C(=O)Nc2ccccc2Br)c(-c2cccs2)n1	-5	-2	104	-6	0.6	-1.3	9	-6	1	-4

4 consecutive records already listed, quoted:
nr	SMILES	Arr AP2 block	V-ATPase pH	Pemphigus Ab inh	RTF Ca sens inh	LANA DNA inh	OPRM1-OPRD1 ag	OPRM1-OPRD1 inv	cardiac RTF act	Wnt bcat act	Keap1-Nrf2 PPI
1	CCOC(=O)C[C@H]1c2ccc(C(F)(F)F)cc2S(=O)(=O)N1C1CCCC1	-2	0	111	-1	-0.4	1.2	-7	-5	-4	-6
2	CCN(C(=O)c1cn(C)c(=O)c2cc(OC)c(OC)cc12)c1cc(OC)ccc1OC	-8	-2	71	-19	0.3	4.1	-21	-7	.	-1
3	Cc1ccc(C(=O)CSc2nc(C(C)C)nc3ccccc23)cc1	6	-1	101	2	1.9	2.0	-11	0	36*	-1
4	CCC(C)(C)n1nnnc1CN(Cc1cc2cc(OC)ccc2[nH]c1=O)C1CCCC1	8	0	102	-4	0.1	-0.5	3	-6	-11	-5

(list continues)
no. | Compound | Arr AP2 block | V-ATPase pH | Pemphigus Ab inh | RTF Ca sens inh | LANA DNA inh | OPRM1-OPRD1 ag | OPRM1-OPRD1 inv | cardiac RTF act | Wnt bcat act | Keap1-Nrf2 PPI
31 | Cc1ccsc1CN(C)CC(=O)Nc1cccc(S(=O)(=O)N(C)c2ccccc2)c1 | -10 | -2 | 102 | 10 | 0.4 | 0.6 | -4 | -3 | -1 | 1
32 | O=C(Cc1c(F)cccc1Cl)Nc1ccc(S(=O)(=O)N2CCCC2)cc1 | 32 | -6 | 103 | -11 | -0.2 | -1.2 | 6 | 0 | 23 | -1
33 | CCCS(=O)(=O)N1CCC(C(=O)NCCc2ccccc2)CC1 | 15 | -5 | 97 | -13 | 1.5 | -2.0 | 12 | 7 | . | 0
34 | COc1cc(C(=O)NC(C)C2CC3CCC2C3)cc(OC)c1OC (stereo not drawn) | -9 | 2 | 115 | -6 | 0.9 | -2.1 | 10 | -1 | 1 | -1
35 | Cc1ccc(S(=O)(=O)c2nc(NCCN(C)C)sc2Cl)cc1 | 10 | 1 | 96 | -10 | -0.4 | 0.4 | -2 | 3 | -4 | -8
36 | CC(C)(C)c1ccc(/C=C/C(=O)N2CCc3ccccc3C2)cc1 | -17 | -1 | 126 | -3 | 0.6 | -1.7 | 8 | 6 | -1 | -2
37 | CNCc1cc2ccc(C)cc2[nH]c1=O | 10 | 2 | 112 | 7 | 0.7 | -1.2 | 7 | 12 | . | -4
38 | O=C(NN=C1CCCCCCC1)c1ccccn1 | -1 | 0 | 97 | -2 | 0.6 | -2.8 | 15 | 2 | . | 5
39 | CCN(C(=O)COC(=O)/C=C/c1cccc([N+](=O)[O-])c1)c1ccccc1 | -7 | 4 | 115 | -2 | 0.2 | 0.5 | -2 | 4 | -1 | -4
40 | Cc1cccc(NC(=O)CSc2ccc(-c3ccc4c(c3)OCO4)nn2)c1C | -8 | 1 | 101 | 2 | 0.2 | -1.9 | 10 | 2 | . | -2
41 | Cc1c(OC(C)C(=O)N2C[C@H]3C[C@@H](C2)c2cccc(=O)n2C3)ccc2c3c(c(=O)oc12)CCCC3 (stereo partly drawn) | 5 | 0 | 105 | -3 | 0.7 | -1.2 | 6 | 10 | -1 | -3
42 | O=C(N/C(=C/c1cccc([N+](=O)[O-])c1)C(=O)N1CCOCC1)c1ccc(Br)cc1 | 2 | -7 | 104 | -8 | 0.9 | -3.0 | 15 | 4 | -3 | -1
43 | CCN(CC)CCCN1C=C2C(=O)C(C)(OC(=O)C3CCCC3)C(=O)C=C2C=C1c1ccsc1 (stereo not drawn) | 4 | 1 | . | 0 | 2.6 | 6.4 | -36 | 11 | 2 | 1
44 | COc1ccc(CCNC(=O)[C@@H](NC(N)=O)C(C)C)cc1 | -3 | 1 | 99 | 4 | 3.0 | -1.7 | 9 | 0 | 0 | -5
45 | CCC(C)n1c(NC(=O)c2ccccc2)c(C#N)c2nc3ccccc3nc21 (stereo not drawn) | 3 | -1 | . | -15 | 19 | 0.9 | -4 | 4 | -3 | -13
46 | O=C(CSc1nc2ccsc2c(=O)n1Cc1ccc(C(=O)O)cc1)NCc1ccco1 | -11 | 1 | 110 | 9 | 0.1 | -3.6 | 19 | 2 | -4 | 1
47 | O=C(CNC(=O)c1ccc(OC(F)F)cc1)NCC1(N2CCOCC2)CCCCC1 | -9 | 1 | . | 1 | 0.2 | -3.1 | 13 | -4 | -1 | 4
48 | COC(=O)C1CCCN1S(=O)(=O)c1ccccc1NC(=O)c1cc(OC)c(OC)c(OC)c1 (stereo not drawn) | 36 | -2 | 109 | -1 | 0.8 | -3.1 | 14 | -3 | 1 | 1
49 | CCOC(=O)Nc1nc(-c2ccccc2)c(C(=O)c2ccccc2)s1 | 15 | 6 | 103 | -12 | 1.6 | 0.5 | -3 | 6 | . | 1

Source: PubChem
